Tn7 DDE FP – inhibitors of Tn7 peptide binding to fibrin DD(E), primary screen, biochemical, fluorescence polarization, human fibrin, Tn7 probe. FP displacement of FITC-Tn7 peptide from fibrin DD(E); 0% = median of compound wells per plate. inhibition, % at 8.3 µM. 370,000 tested, 0.13% active;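 active = inhibition above the mean of compounds falling within the control limits plus 3 SD of them, cut at about 14% in these data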;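 note: 0% = plate median of compound wells and 100% = 10 µM Aha-Tn7 peptide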
Target sequence (P02675 whole entry, looked up): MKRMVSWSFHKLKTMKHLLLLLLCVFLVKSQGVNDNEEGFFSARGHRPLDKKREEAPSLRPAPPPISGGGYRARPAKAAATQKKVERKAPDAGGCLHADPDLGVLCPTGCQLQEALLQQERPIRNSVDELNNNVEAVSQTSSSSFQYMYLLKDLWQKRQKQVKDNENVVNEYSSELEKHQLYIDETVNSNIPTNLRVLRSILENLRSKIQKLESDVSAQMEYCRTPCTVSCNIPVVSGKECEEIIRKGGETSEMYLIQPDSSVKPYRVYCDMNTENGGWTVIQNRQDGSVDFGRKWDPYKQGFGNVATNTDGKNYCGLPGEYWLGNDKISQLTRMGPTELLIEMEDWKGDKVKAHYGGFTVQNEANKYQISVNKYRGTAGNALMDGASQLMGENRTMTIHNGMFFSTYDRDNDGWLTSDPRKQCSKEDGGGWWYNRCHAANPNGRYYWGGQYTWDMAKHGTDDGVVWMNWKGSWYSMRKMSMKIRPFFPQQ
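System: human fibrin DD(E); quantity: Fibrin-DD(E) at 2 µM final; also added: fluorescent Tn7 probe at 0.1 µM; compound dosing: single nominal test concentration of 8.3 µM per compound; schedule: 10 min preincubation, 3 h with tracer, room temperature; detection: fluorescence polarization of the labelled Tn7 tracer; repeats: one replicate per compound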
LEDGF integ inh – blockers of LEDGF/p75-dependent integrase strand transfer – biochemical, TR-FRET, high throughput, primary screen; TR-FRET IN-LEDGF/p75 DNA integration, Eu/Cy5; inhibition, % at 3.7 µM; 370,000 tested, 0.64% active;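 active = inhibition above the screen-wide mean plus 3 SD, cut at about 13% in these data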;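 note: signal is the Cy5 over europium emission ratio at 671 and 618 nm; 0% = plate median of compound wells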
ADAM10 inh – human ADAM10 inhibitors, primary screen, biochemical, QFRET, HTS; recombinant ADAM10, EDANS/DABCYL FRET peptide cleavage, 3 h; inhibition, % at 7 µM; 370,000 tested, 0.62% active; Disintegrin and metalloproteinase domain-containing protein 10 (Homo sapiens), O14672;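 active = inhibition above a per-campaign cutoff equal to the mean of compounds falling between control-based bounds plus 3 SD, cut at about 20% in these data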;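 note: 0% = DMSO wells while the 100% control is not disclosed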
proKLK7 act – proKLK7 zymogen activators, primary screen, biochemical, fluorescence intensity. purified proKLK7, EDANS-DABCYL substrate fluorescence; 100% is mature enzyme control, 0% vehicle. activation, % at 7 µM. 370,000 tested, 0.9% active. AID 652039, 2013;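 active = activation above the mean of all tested compounds plus 3 SD, computed per campaign excluding outliers beyond control limits, cut at about 13% in these data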
ARFGAP1 inh – inhibitors of rat ARFGAP1 GAP activity, primary screen, biochemical, fluorescence polarization, GDP tracer. ADP-ribosylation factor GTPase-activating protein 1 (Rattus norvegicus), Q62848. Arfgap1-stimulated ARF1 GTP hydrolysis, GDP FP detection. inhibition, % at 16.5 µM. 360,000 tested, 0.26% active. AID 651572, 2012;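 active = inhibition above a per-plate limit, mean inhibition of low control wells plus 3 SD, cut at about 25% in these data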;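 note: 0% = DMSO wells with enzyme and 100% = wells lacking Arfgap1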
Target sequence (Q62848 1-136 limits assumed): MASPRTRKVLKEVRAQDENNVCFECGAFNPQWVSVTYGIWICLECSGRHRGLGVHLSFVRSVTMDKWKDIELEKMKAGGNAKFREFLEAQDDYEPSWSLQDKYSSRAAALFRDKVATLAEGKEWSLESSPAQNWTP
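Material: rat Arfgap1 GAP domain (His6, aa 1-136), purified enzyme. Also added: human ARF1(Δ1-17)-GTP substrate. Compound dosing: 16.5 µM single point, 1.26% DMSO. Timing: enzyme reaction 120 min at 25 °C after 20 min preincubation. Signal: GDP detection by fluorescence polarization. Read-out basis: percent inhibition of GAP-stimulated GDP formation, scaled between DMSO and no-Arfgap1 medians.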
PLCg1 inh – PLC-gamma1 enzyme inhibitors, primary screen, biochemical, fluorescence, purified enzyme; inhibition, % at 12.2 µM; 370,000 tested, 0.84% active; 1-phosphatidylinositol 4,5-bisphosphate phosphodiesterase gamma-1 (Homo sapiens), P19174; AID 720700, 2013; fluorogenic substrate; in the data active = inhibition above about 9.5%
Tn6 DDE FP – inhibitors of Tn6 peptide binding to fibrin DD(E), primary screen, biochemical, fluorescence polarization, human fibrin, Tn6 probe; Fibrin DD(E) TRITC-Tn6 fluorescence polarization displacement; inhibition, % at 8.3 µM; 370,000 tested, 0.21% active;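 active = inhibition above a per-campaign cutoff: mean of compounds within control limits plus 3 SD, cut at about 15% in these data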;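 note: 0% = median of all compound wells on the plate and 100% = blocking peptide control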
ADAM17 inh – ADAM17 inhibitors, primary screen, biochemical, QFRET. recombinant ADAM17, EDANS/DABCYL FRET peptide cleavage. inhibition, % at 6.95 µM. AID 720648, 2013. 370,000 tested, 0.83% active. Disintegrin and metalloproteinase domain-containing protein 17 (Homo sapiens), P78536;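 active = inhibition above the mean of compounds lying between control limits plus 3 SD, set per campaign, cut at about 8.5% in these data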;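 note: 0% = DMSO-only wells as the low control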
ASAP1 inh – inhibitors of human ASAP1 ArfGAP activity, primary screen, biochemical, fluorescence polarization; AID 624377, 2012; 360,000 tested, 0.19% active; inhibition, % at 16.5 µM; Arf-GAP with SH3 domain, ANK repeat and PH domain-containing protein 1 (Homo sapiens), …; ASAP1-stimulated ARF1 GTP hydrolysis, GDP FP detection; in the data active = inhibition above about 25%;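 note: 0% = vehicle with enzyme and substrate and 100% = no enzyme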
Target sequence (Q9ULH1 325-724 limits assumed): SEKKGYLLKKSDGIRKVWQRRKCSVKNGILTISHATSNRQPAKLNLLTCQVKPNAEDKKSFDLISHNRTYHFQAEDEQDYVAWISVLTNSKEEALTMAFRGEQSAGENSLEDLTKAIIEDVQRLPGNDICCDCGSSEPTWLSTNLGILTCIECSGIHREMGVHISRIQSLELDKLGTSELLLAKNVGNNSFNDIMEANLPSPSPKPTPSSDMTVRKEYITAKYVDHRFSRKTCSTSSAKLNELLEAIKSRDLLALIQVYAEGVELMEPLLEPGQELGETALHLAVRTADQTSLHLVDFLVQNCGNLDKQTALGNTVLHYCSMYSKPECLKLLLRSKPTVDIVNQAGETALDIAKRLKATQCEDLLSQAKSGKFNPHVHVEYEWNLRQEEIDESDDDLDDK
TDP2 absorb – human TDP2 enzyme inhibitors, primary screen, biochemical, epi absorbance, recombinant enzyme; T5PNP hydrolysis, p-nitrophenol absorbance 415 nm; 370,000 tested, 0.34% active; inhibition, % at 12.8 µM; AID 720702, 2013; Tyrosyl-DNA phosphodiesterase 2 (Homo sapiens), O95551;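 active = inhibition above the mean of all tested compounds plus 3 SD, set per campaign, cut at about 25% in these data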;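 note: 0% = DMSO with enzyme and 100% = buffer with substrate but no TDP2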
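Assay system: Recombinant human TDP2 | Quantity: 120 nM TDP2 per well | Incubation: 2 h at 37 °C | Signal: Epi absorbance | Evaluation: Percent inhibition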
Active calls of the source: *; i = inactive; x = not tested or not shown.

SMILES	Tn7 DDE FP	LEDGF integ inh	ADAM10 inh	proKLK7 act	ARFGAP1 inh	PLCg1 inh	Tn6 DDE FP	ADAM17 inh	ASAP1 inh	TDP2 absorb
Cc1cc(C)cc(C(O)c2ncc(-c3ccccc3)[nH]2)c1 (centres undefined)	3	-2	-1	-0.1	4	2	7	-1	-2	9
O=c1[nH]c(-c2cccnc2)nc2ccccc12	1	4	-16	-0.1	6	-8	0	-4	2	-8
O=C1c2cccc3c([N+](=O)[O-])ccc(c23)C(=O)N1Cc1cccnc1	2	-1	-17	-0.5	1	i	-1	-5	3	-6
CCN(C(=O)COC(=O)CCCN1C(=O)c2cccc3cccc(c23)C1=O)C1CCS(=O)(=O)C1 (centres undefined)	7	1	i	1.0	3	-46	0	-178	-7	-8
CC(C)CCNC(=O)CN(CCCN1CCOCC1)C(=O)Cn1nnc(-c2ccc(F)cc2)n1	-4	-2	1	1.3	2	1	-6	-7	3	-1
O=[N+]([O-])c1cccnc1S(=O)(=O)c1ccccc1	2	1	9	-0.2	1	3	-2	0	10	6
CN(CC(=O)Nc1cccc(F)c1)C(=O)CCCn1c(=O)oc2ccccc21	-1	2	-9	-0.1	12	4	3	-6	10	-3
NC(=O)CN1C(=O)/C(=c2\sc3nc(=O)c(Cc4ccccc4)nn3c2=O)c2ccccc21	3	-6	-4	0.6	3	0	7	-3	6	-6
COc1ccc(/C(C)=N/NC(=O)CNC(=O)c2cccs2)cc1	4	-1	2	0.0	5	4	-9	-4	-7	4
O=C(c1cc(C2CC2)nn1-c1ccccc1)N1CCN(S(=O)(=O)c2ccccc2F)CC1	1	-2	-14	-0.3	3	4	1	-2	3	-1
N#CCCN(Cc1ccccc1)C(=O)Nc1ccccc1	4	2	5	-0.5	7	6	-3	-2	6	2
CC(C(=O)c1ccccc1)[n+]1cccc(C(N)=O)c1 (centres undefined)	10	-5	3	-0.1	11	-2	3	-4	12	4
CCCOc1ccc(-c2nnn(CC(=O)Nc3cccc(C(=O)OC)c3)n2)cc1	-3	2	-2	0.6	-5	-1	6	-3	-6	0
COc1ccc2nc3sc(C(=O)NCCCN4CCc5ccccc5C4)cc3cc2c1	-4	-1	-113	-1.0	13	-75	1	-34	12	-1
Cc1cc(C)nc(SCc2cn3ccccc3n2)n1	-1	-1	-1	0.6	2	2	11	0	-18	2
O=C1C(=Cc2ccccc2Cl)CCc2ccccc21	-2	7	9	-0.3	4	8	-12	2	-8	-11
CCCCN1CC[C@H]2C=CC[C@@H](C(=O)Nc3ccc(Cl)c(C(F)(F)F)c3)[C@H]2C1=O	0	2	4	0.8	-15	0	6	4	-3	-4
O=C(CCCn1c(=S)[nH]c2cc3c(cc2c1=O)OCO3)NCCc1ccc(Cl)cc1	1	-2	6	0.5	-3	3	7	2	-8	2
CC(C)c1nnc(NC(=O)C2CC(=O)N(CCc3ccc(F)cc3)C2)s1 (centres undefined)	-2	-4	-8	1.1	-1	-1	5	0	8	-7
Cc1ccc(S(=O)(=O)N(C)C)cc1[N+](=O)[O-]	-12	0	4	-0.1	1	2	3	-2	-2	20
CC1CCCCC1NC(=O)C1CCN(C(=O)NC2CCCCC2)CC1 (centres undefined)	-7	0	-5	0.2	8	0	-6	0	6	-3
O=C(NC1CCCCC1)C(c1ccc2ncccc2c1)N(Cc1ccc2c(c1)OCO2)C(=O)c1ccc2c(c1)OCCO2 (centres undefined)	-2	1	-2	0.0	4	2	7	3	-4	0
O=C(c1ccco1)N(Cc1ccc(Cl)cc1)Cc1ccco1	-1	3	5	1.3	5	5	6	-1	5	-5
O=C(NCc1ccc2c(c1)OCO2)C1CCC(CNS(=O)(=O)c2ccccc2)CC1 (centres undefined)	3	0	-8	-0.7	-12	-2	0	0	-14	-2
CCCSCCCNC(=O)c1ccccc1NC(=O)C1=CSCCO1	0	3	9	-1.1	1	-1	-4	0	0	-1
CCOC(=O)C1=CCN(S(=O)(=O)c2ccccc2Br)C1c1ccc(C)cc1 (centres undefined)	4	2	5	0.3	-6	2	7	3	-2	11
CCc1cc(=O)oc2cc(OCC(=O)NCCCn3ccnc3)ccc12	1	3	-111	-0.3	16	-3	0	-30	-9	-12
CCOc1ccccc1N1CCN(CC(=O)Nc2nc(C)c(C(=O)N(C)C)s2)CC1	-7	5	0	0.4	-5	1	-2	-4	-3	6
O=S(=O)(NCc1ccco1)c1cccc(S(=O)(=O)N2CCOCC2)c1	-5	1	3	0.7	7	2	9	0	-3	-11
CCCC(=O)Nc1ccc(NC(=S)NC(=O)c2cccs2)cc1	-2	1	1	-0.1	2	4	5	1	5	9
COCCNC(=O)c1cc2nc3c(c(C(F)(F)F)n2n1)CCc1ccccc1-3	-6	1	-5	-0.2	3	-22	-2	3	-5	-3
Cc1cc(C)cc(C(O)c2ncc(-c3ccccc3Cl)[nH]2)c1 (centres undefined)	7	1	4	0.1	4	1	-7	1	1	1
Cc1cc(C(=O)Nn2c(-c3ccncc3)nc3ccccc3c2=O)ccc1[N+](=O)[O-]	-7	5	-9	-0.1	2	0	2	-2	-4	-13
O=C(c1coc(=O)c2ccccc12)N1CCN(Cc2ccccc2)CC1	7	-1	-11	-6.7	13	-33	-2	-12	2	4
O=C(CN1C(=O)S/C(=C\C=C\c2ccccc2)C1=O)Nc1ccc(C(=O)O)cc1	-1	-5	-6	-0.2	9	-10	-2	-1	3	-6
O=C(CSc1ccccn1)Nc1nc2c(ccc3ccccc32)s1	1	-5	16	-0.6	5	5	-19	5	0	-12
Cc1cc(C)c(C#N)c(OCC2CCCO2)n1 (centres undefined)	9	3	3	0.6	4	5	0	7	-5	-22
O=C(COC(=O)CCC(=O)c1cccs1)Nc1ccc(S(=O)(=O)N2CCOCC2)cc1	6	1	7	0.2	-2	2	4	2	-5	0
COC1CCCN(Cc2nc(Cc3ccccc3F)no2)C1 (centres undefined)	-2	0	1	0.1	11	3	4	4	5	1
COc1cccc(NC(=O)CSc2nnc(Cc3ccc(OC)c(OC)c3)o2)c1	6	-1	-4	-0.2	-6	-1	0	-2	23	-10

Shown with bars between the fields: part of the list above
SMILES | Tn7 DDE FP | LEDGF integ inh | ADAM10 inh | proKLK7 act | ARFGAP1 inh | PLCg1 inh | Tn6 DDE FP | ADAM17 inh | ASAP1 inh | TDP2 absorb
COCCNC(=O)c1cc2nc3c(c(C(F)(F)F)n2n1)CCc1ccccc1-3 | -6 | 1 | -5 | -0.2 | 3 | -22 | -2 | 3 | -5 | -3
Cc1cc(C)cc(C(O)c2ncc(-c3ccccc3Cl)[nH]2)c1 (centres undefined) | 7 | 1 | 4 | 0.1 | 4 | 1 | -7 | 1 | 1 | 1
Cc1cc(C(=O)Nn2c(-c3ccncc3)nc3ccccc3c2=O)ccc1[N+](=O)[O-] | -7 | 5 | -9 | -0.1 | 2 | 0 | 2 | -2 | -4 | -13

(listing goes on)
SMILES	Tn7 DDE FP	LEDGF integ inh	ADAM10 inh	proKLK7 act	ARFGAP1 inh	PLCg1 inh	Tn6 DDE FP	ADAM17 inh	ASAP1 inh	TDP2 absorb
CCOC(=O)[C@]12CCCC=C1N(CCC1=CCCCC1)C(=O)[C@H](CC(=O)NCCC(C)C)C2	0	2	3	0.0	-2	4	-1	-1	-1	-3
CCCc1cc(=O)[nH]c(SCC(=O)c2c(N)n(C)c(=O)n(C)c2=O)n1	4	-5	-7	0.4	5	2	2	1	15	-8
CCN1CCCn2c1nc1c2c(=O)n(C)c(=O)n1C	-1	-3	-9	-0.3	0	0	2	-6	-5	-2
COC(=O)c1ccccc1NC(=O)CSc1nc(N)cc(N)n1	9	-1	0	-0.1	6	-2	5	-1	-10	2
COc1ccc(OCC(O)CN2CCN(c3ncccn3)CC2)cc1 (centres undefined)	2	2	2	-0.4	-1	2	1	-1	-5	14
CCCCn1c(N)c(N(CCC(C)C)C(=O)COC(=O)c2ccc3ccccc3c2)c(=O)[nH]c1=O	-5	0	1	0.2	2	-1	9	1	6	-4
COc1ccc(/C(C)=N/Nc2ccc(F)cc2F)c(O)c1	5	-2	4	-0.4	14	1	-4	-3	-6	-8
CC1(c2ccc(Cl)cc2)NC(=O)N(CC(=O)NCc2ccc(F)cc2)C1=O (centres undefined)	2	-1	15	1.0	3	2	-1	-1	9	2
Cc1cc(C)c(S(=O)(=O)NCCOc2ccccc2)c(C)c1-n1cnnn1	-1	-1	-3	-0.3	-4	0	-8	-5	-10	1
Cn1nccc1-c1coc2c(C(=O)NCC3CCOCC3)cccc12	9	1	-5	0.4	-4	1	7	0	-15	-15
COC(=O)Cc1ccc(NC(=S)N2CCN(c3ccc(OC)cc3)CC2)cc1	-2	2	1	-0.3	-5	4	-2	2	7	5
Cc1ccc(CN2CCCCC(NC(=O)c3ccc(Br)cc3)C2=O)cc1 (centres undefined)	6	2	10	0.6	x	6	-13	2	x	-6
Cc1c(Cl)cccc1NC(=O)Cn1c(CCC(=O)O)ccc1-c1ccc(Cl)cc1	-4	1	-7	-0.6	-16	-6	-3	-6	-4	-4
CC[C@]12c3[nH]c4ccc(Cl)cc4c3CCN1C(=O)[C@@H](CC(=O)NC(C)(C)C)C[C@@H]2C(=O)N1CCN(C(=O)c2ccco2)CC1	6	-2	-12	-0.1	-3	-2	16*	-2	2	-1
c1ccc(-c2nc(NCC3CC3)nc3ccsc23)cc1	3	4	i	-12	4	-167	-4	-165	15	-5
O=C1C=C(N2CCOCC2)CCC1	1	1	-2	0.8	10	-3	8	-8	8	7
CCCOc1ccc(/C=C/C(=O)N2CCN(c3ccccn3)CC2)cc1	-1	-5	1	-0.5	-6	-2	5	-5	-8	-21

Assay outcomes as filed in PubChem BioAssay.

Hits appear at their usual frequency; 4.2% or so of the library scored in one or more.
